Screening results as filed in PubChem.
Tat transport – E. coli Tat transport inhibition. inhibition, % at 10 µM. AID 488895. E. coli MC4100 TorA-mCherry Tat export, fluorescence. 0.036% of 340,000 active;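 active = mean replicate inhibition at least 50% and at least half of replicates individually reaching 50%; inconclusive = only one of the two criteria met; inactive = neither criterion met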;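 note: exported cargo escapes ClpAP degradation while cytoplasmic cargo is degraded and loses fluorescence; 0% = median of neutral control wells and 100% = median of NaSCN control wells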
phage Ecoli inh – E. coli growth loss with phage present. growth absorbance. 0.26% of 360,000 active. inhibition, % at 11.9 µM. AID 651602; in the data active = inhibition above about 11%
MOR-DOR inv ag – inverse agonist of human OPRM1-OPRD1 heterodimerization; cell-based MOR-DOR heterodimer luminescence, inverse agonism; 0.21% of 340,000 active; inhibition, % at 9.3 µM; in the data active = inhibition above about 22%, passing the limit was not always enough;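 note: 0% = cells with DMSO and 100% = wells without cells with DMSO; values of inactives mirror those of a sister screen read the other way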
SUMO Mot1 rescue – inhibitors of SUMOylation pathway: yeast Mot1-301 growth rescue; S. cerevisiae Mot1-301 growth rescue, ATP luminescence, 38.5C; percent above DMSO median, 100 means doubled; growth rescue, % at 18.8 µM; 1% of 320,000 active; AID 2716;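 active = every valid replicate shows activation above 250% relative to neutral control wells; inactive = the rest, any valid replicate at or below 250%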;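 note: OY570 slx delta 5 strain wells were the positive control but not used for scaling; some compounds called inactive have numbers as strong as hits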
AddAB inh – less growth of phage-infected E. coli with AddAB; inhibition, % at 11.9 µM; 0.29% of 330,000 active; AID 435030; E. coli expressing H. pylori AddAB, absorbance growth; in the data active = inhibition above about 12%;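 note: 0% = vehicle wells of infected cells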
Arrestin-AP2 inh – inhibitors of human beta-arrestin and AP2 interaction; FITC-arrestin peptide / GST-AP2 beads, flow cytometry; AP2 beta2 appendage carries R879A mutation; inhibition, % at 10 µM; 0.31% of 340,000 active; AID 504490;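 active = inhibition above a set limit, near 3 SD of compounds lacking own fluorescence, cut at about 54% in these data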;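 note: plate controls were DMSO wells for no effect and 5 µM unlabelled arrestin peptide for full effect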
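System: GST-AP2 R879A glutathione beads. Medium: PBS with 0.05% Tween 20 and 0.1% BSA. Also added: FITC-arrestin peptide, 50 nM. Incubation: 12 min plus 1 h, RT. Measured by: high-throughput flow cytometry of beads, ex 488, em 535 nm. Evaluation: percent drop in bead-associated FITC signal.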
PfHsp90 set2 – inhibits growth of yeast expressing Plasmodium falciparum Hsp90. S. cerevisiae expressing PfHsp90, BacTiter-Glo ATP, 48 h; yeast lacking PDR1 and PDR3 efflux regulators. inhibition, % at 9.4 µM. 0.32% of 310,000 active;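 active = every replicate shows inhibition above about 80%, whatever the replicate mean, limit read from the data; inconclusive = mean inhibition reaches the set limit but some replicate falls short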;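 note: 0% = DMSO neutral controls and 100% = 20 µM radicicol positive controls; yeast relying on Plasmodium falciparum Hsp90 in place of its own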
PKA-R1A activ – PKA-R1A complex activation; PKA-R1A dissociation, Cy5-IP20 fluorescence polarization; scaled: DMSO 0%, 113 µM cGMP 100%; AID 504707; 0.083% of 340,000 active; activation, % at 11.4 µM;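 active = percent activation above the mean of all tested compounds plus 3 SD, cut at about 19% in these data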;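 note: higher means more PKAc released from R1A so a rise in polarization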
Pemphigus Ab inh – inhibitors of pemphigus antibody binding to human desmoglein-3 | P32926 | DSG3-coupled beads, scFv-anti-DSG3-GFP binding, flow cytometry; active compounds read low | binding (percent of control), % at 10 µM | 0.48% of 310,000 active | AID 588358;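 active = binding more than 3 SD below its plate's average and above zero; inconclusive = below that plate limit but binding exactly zero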;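 note: hits lower antibody fragment binding to DSG3; some compounds called inactive have numbers as strong as hits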
Target sequence (P32926 whole entry, looked up, the tested form may be a part): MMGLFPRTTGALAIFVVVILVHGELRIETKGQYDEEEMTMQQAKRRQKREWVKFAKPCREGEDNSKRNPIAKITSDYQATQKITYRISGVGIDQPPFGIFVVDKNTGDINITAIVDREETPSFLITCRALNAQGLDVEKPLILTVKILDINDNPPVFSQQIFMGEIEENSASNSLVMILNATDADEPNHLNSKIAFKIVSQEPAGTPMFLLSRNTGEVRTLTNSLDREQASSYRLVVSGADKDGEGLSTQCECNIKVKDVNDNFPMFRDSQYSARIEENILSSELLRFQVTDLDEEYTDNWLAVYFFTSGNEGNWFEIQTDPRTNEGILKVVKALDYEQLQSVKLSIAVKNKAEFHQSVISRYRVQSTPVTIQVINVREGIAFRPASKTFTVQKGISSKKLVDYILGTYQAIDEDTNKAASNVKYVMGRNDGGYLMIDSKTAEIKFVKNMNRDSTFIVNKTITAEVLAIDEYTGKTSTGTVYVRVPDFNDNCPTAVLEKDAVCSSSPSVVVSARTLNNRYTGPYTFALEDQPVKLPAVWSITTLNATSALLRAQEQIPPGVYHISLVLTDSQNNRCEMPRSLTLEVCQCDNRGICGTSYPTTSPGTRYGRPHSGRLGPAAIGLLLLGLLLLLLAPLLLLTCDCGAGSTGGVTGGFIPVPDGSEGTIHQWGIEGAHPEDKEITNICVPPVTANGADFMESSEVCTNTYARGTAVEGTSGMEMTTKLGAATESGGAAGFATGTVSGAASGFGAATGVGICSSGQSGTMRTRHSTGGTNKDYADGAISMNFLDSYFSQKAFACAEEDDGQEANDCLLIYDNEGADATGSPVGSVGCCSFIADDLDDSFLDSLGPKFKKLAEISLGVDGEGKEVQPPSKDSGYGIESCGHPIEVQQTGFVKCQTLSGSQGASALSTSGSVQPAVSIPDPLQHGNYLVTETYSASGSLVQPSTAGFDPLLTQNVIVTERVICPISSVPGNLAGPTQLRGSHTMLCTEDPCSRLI
Ecoli viability – counter-screen for AddAB inhibitors: E. coli growth inhibition. E. coli V3065 growth, OD600 absorbance, 18 h. inhibition, % at 11.9 µM. 0.27% of 330,000 active. AID 449728;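 active = inhibition above the campaign's mean inhibition across all tested compounds plus 3 SD, cut at about 9.9% in these data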;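 note: uninfected addAB+ strain grown without phage in ampicillin broth; 0% = DMSO wells and 100% = ciprofloxacin 0.95 µg/ml wells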
OPRM1-OPRD1 ag – OPRM1-OPRD1 heterodimerization agonism; cells, luminescence; 0.3% of 340,000 active; AID 504326; activation, % at 9.3 µM; P35372+P41143; in the data active = activation above about 18%;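 note: 0% = vehicle-treated cells and 100% = reference agonist; values of inactives mirror those of a sister screen read the other way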
An asterisk follows results filed as active; i = inactive; ? = inconclusive; nt = not tested or not shown. An unsorted share of the library; 2.8% or so of the library scored in one or more.

SMILES	Tat transport	phage Ecoli inh	MOR-DOR inv ag	SUMO Mot1 rescue	AddAB inh	Arrestin-AP2 inh	PfHsp90 set2	PKA-R1A activ	Pemphigus Ab inh	Ecoli viability	OPRM1-OPRD1 ag
Oc1ccccc1CNc1ccc(OC(F)(F)F)cc1	11	3.1	nt	15	-1.2	9	-26	nt	99	1.2	nt
COC(=O)c1cc(S(=O)(=O)NCC2CCN(Cc3ccccc3F)CC2)c[nH]1	-3	-2.5	9	1	-0.3	18	-9	0	135	1.6	-1.7
O=C(O)c1cccc(Cn2cc(Br)cn2)c1	0	0.1	9	1	0.3	-6	-3	0	97	-0.8	-1.8
CC1=NNC(=O)C1CC(=O)N/N=C(\C)c1ccco1 (centres undefined)	-5	2.9	4	0	-0.2	14	-21	-2	99	-2.0	-0.8
Cc1cccn2c(=O)c(/C=C(\C#N)C(=O)NC3CCS(=O)(=O)C3)c(Oc3ccc(F)cc3)nc12 (centres undefined)	2	2.2	-9	-8	1.1	-7	1	-5	106	-0.4	1.3
Cc1nnc(SCC(=O)NC2CCCC(C)C2C)n1N (centres undefined)	2	-1.5	12	-18	0.4	-17	26	-5	127	-3.3	-2.2
COc1cc(C(=O)NC(=S)NCc2ccco2)cc(OC)c1OC	-1	3.5	-2	-4	8.1	4	-13	-4	104	15*	0.3
CCn1ncc(Br)c1C(=O)Nc1nccs1	-3	1.9	27	5	1.1	13	-24	-7	nt	-2.5	-5.8
Cc1cc[n+](CC(=O)Nc2cc(C(F)(F)F)ccc2Cl)cc1	0	0.9	7	5	0.1	-4	-9	2	100	-2.7	-1.2
CCOc1ccc(S(=O)(=O)N2CCOCC2)cc1NC(=O)CN1C(=O)NC2(CCCCC2)C1=O	1	1.0	-1	5	1.0	10	5	-5	97	-1.4	0.3
O=c1[nH]c(/C=C/c2ccc(OC(F)F)cc2)nc2c1cnn2-c1ccccc1	0	3.6	5	0	0.8	-4	-49	4	84	1.3	-0.9
O=C(COC(=O)c1ccc[nH]c1=O)NC1CCCc2ccccc21 (centres undefined)	0	-0.1	4	-7	2.1	30	4	-4	95	1.1	-0.7
Cc1nc2c(Br)c3nc(C(F)(F)F)[nH]c3c(Br)c2[nH]1	-1	nt	2	142	2.4	-1	7	6	105	0.9	-0.3
Cc1c(C(=O)Nc2nnc(SCc3ccccc3Cl)s2)cccc1[N+](=O)[O-]	-1	4.2	22	2	3.0	1	-20	-7	101	3.9	-4.2
Cc1ccc(CNc2ccc(S(=O)(=O)N3CCOCC3)cc2[N+](=O)[O-])cc1	6	2.0	12	5	2.2	19	5	-2	96	0.2	-2.3
CN(C)/C=C/C(=O)/C=C/c1ccc(Cl)cc1	-3	3.0	3	-20	3.6	13	-29	-13	100	0.1	-0.6
Cc1ccc(NC(=O)NCC(c2ccccc2)N(C)C)cc1 (centres undefined)	-3	0.6	i	0	-0.7	36	13	3	113	-1.1	353*
O=C(CSc1nc2ccc(NC(=O)CSc3nnnn3-c3ccccc3)cc2s1)Nc1ccccc1	-4	1.6	-6	0	-1.1	1	-18	-21	94	-3.7	1.2
CCOC(=O)c1cnn(Cc2ccccc2)c1N	-1	2.3	7	-11	2.2	3	1	-2	101	3.2	-1.2
O=C(NCCC1CCCCN1S(=O)(=O)c1ccc(Cl)cc1)C(=O)NCc1cccnc1 (centres undefined)	-4	0.4	4	-6	1.0	16	-20	-7	122	0.6	-0.7
O=C(CSc1ncccn1)N/N=C/c1cccc([N+](=O)[O-])c1	-5	2.3	7	437	4.8	-2	7	-6	99	-1.6	-1.4
C=CC[C@]12CCc3ccccc3C1N(c1ccc(C(=O)OCC)cc1)C2=O (some centres undefined)	2	0.1	-16	0	1.7	26	nt	11	101	-1.1	2.9
COc1ccc(N=Cc2c(O)c3ccccc3oc2=O)cc1	-6	7.1	-10	186	-1.2	35	3	5	99	0.0	1.9
CC(C)(C)OC(=O)C[C@H]1C/C=C\C[C@H](CC(=O)NCCO)C(=O)N2CCC[C@@H]2COC1=O	14	0.9	5	5	2.4	5	-23	-2	104	1.6	-0.8
COc1ccccc1NC(=O)COc1ccc(C(=O)OCC(=O)NC(C)(C)C)cc1OC	3	1.1	8	14	-0.7	-27	-17	-6	97	1.3	-1.7
O=C(NCCc1ccccc1)c1ccc(CS(=O)Cc2cccc(Cl)c2)o1 (centres undefined)	0	3.5	15	-6	5.7	-5	18	-2	nt	-0.5	-2.9
COc1ccc(C)cc1NC(=O)Nn1cnnc1	-4	1.2	-50	-9	0.6	12	12	-5	102	1.2	11
Cc1oc(C(C)(C)C)cc1C(=O)NC1CCN(Cc2ccccc2)CC1	-8	3.2	8	69	-2.6	10	13	-12	nt	0.6	-1.7
Cc1cnc(C(=O)OCC(=O)c2ccc(-c3ccccc3)cc2)cn1	?	1.8	-64	12	-1.4	-4	-11	9	104	-1.8	12
O=C(NCCc1ccccc1)C1CC1	-4	0.6	-2	15	0.4	35	-13	11	103	-1.7	0.3
CN(C)c1nc(SCC(=O)Nc2ccccc2)nc(N2CCOCC2)n1	3	3.7	-19	8	0.2	5	-11	-8	110	0.5	3.9
CCOc1ccc(NS(=O)(=O)c2ccc(NS(=O)(=O)c3ccc(SC)cc3)cc2)cc1	8	1.2	3	-20	0.0	18	1	-16	98	1.7	-0.7
CC1=CC(=O)C=C(C)C1=NOc1ccc([N+](=O)[O-])cc1	4	3.7	-11	-29	4.8	27	-35	-10	100	0.6	2.0
Cn1c(NC(=O)/C=C/c2ccco2)cc(=O)n(C)c1=O	-9	0.9	12	-3	1.6	2	-7	3	78	2.2	-2.6
O=S(Cc1cc(Oc2ccccc2)nc(-c2ccccc2)n1)c1ccccc1 (centres undefined)	5	0.8	6	-2	2.6	-5	8	3	nt	-0.7	-1.4
COc1ccc(-c2nc(CN3CCC(C(=O)NC4CCCc5ccccc54)CC3)c(C)o2)cc1OC (centres undefined)	7	1.7	i	nt	nt	25	2	0	100	nt	199*
CCOC(=O)C1CCN(C(=O)c2cn(C)c(=O)c3cc(OC)c(OC)cc23)CC1	-4	2.9	0	56	1.3	1	12	2	98	-3.2	0.0
COc1ccccc1/C=N/NC(=O)C(=O)N1CCN(c2ccccc2OC)CC1	-1	0.6	14	5	0.2	3	-14	0	87	-0.6	-2.9
CC1Cc2ccccc2N1Cc1nc2cc(C(F)(F)F)ccc2c(=O)[nH]1 (centres undefined)	4	3.5	8	-7	5.7	-5	nt	-5	105	-4.5	-1.5
CCC1CCCCN1S(=O)(=O)c1ccc(NC(=O)CSc2ncccc2C(=O)O)cc1 (centres undefined)	-3	1.1	5	nt	-0.3	12	1	-12	87	1.1	-0.8
CCCn1c(=O)c2c(C(=O)OCC)cc(-c3ccco3)nc2n(CCC)c1=O	-8	0.7	-9	nt	nt	32	4	14	111	nt	1.6
COc1ccc(OCCNC2CCCC2)cc1	-2	3.6	9	187	4.7	2	-1	-4	89	-0.3	-1.4
O=C(NCc1ccco1)C(=O)N1CCCC1	-3	1.2	8	19	-0.1	8	-11	2	98	0.5	-1.5
O=C(NNC(=S)Nc1ccccc1)c1ccc(O)cc1	0	1.1	11	-6	0.5	-2	-6	-7	95	0.6	-2.1
O=C(Nc1ccc2c(c1)OCCO2)C1CCN(S(=O)(=O)Cc2ccccc2)CC1	1	3.8	8	279	3.7	-5	1	0	100	0.3	-1.6
Cn1c(CNC(=O)c2ccc(Cl)c(Cl)c2)nnc1SCC(=O)Nc1sc2c(c1C#N)CCCC2	-1	2.8	6	nt	0.5	-3	-26	-9	93	-0.9	-1.1
C=CCC1(Cl)C(=O)C(Cl)=C(N2CCOCC2)C1(OC)OC (centres undefined)	-1	-1.1	19	138	3.0	-19	11	-14	97	0.5	-3.6
OCCN1CCN(c2nc(-c3ccccc3O)nc3ccccc23)CC1	9	0.2	7	28	-1.4	6	-5	-5	99	-0.5	-1.4
FCCCOc1ccc(-c2nccc(-c3ccc(F)cc3)n2)cc1	7	1.0	-9	-1	1.4	11	nt	7	92	2.4	1.8
N#Cc1ccc(CN2C=NS(=O)(=O)c3ccccc32)cc1	-9	-1.1	14	-7	0.2	35	2	2	99	1.3	-2.4

Following part
SMILES	Tat transport	phage Ecoli inh	MOR-DOR inv ag	SUMO Mot1 rescue	AddAB inh	Arrestin-AP2 inh	PfHsp90 set2	PKA-R1A activ	Pemphigus Ab inh	Ecoli viability	OPRM1-OPRD1 ag
CN1C(=O)NC(NC(=O)c2cccs2)(C(F)(F)F)C1=O (centres undefined)	4	2.6	16	66	0.7	8	14	-8	96	-0.2	-3.3
O=C1c2ccccc2C(=O)N1CCCOCc1c[nH]c(=O)[nH]c1=O	-11	4.1	5	-4	-0.7	-3	10	4	95	3.5	-0.8
O=C1OCCC1Sc1nc2ccccc2n1Cc1ccccc1 (centres undefined)	3	1.9	-1	-2	1.8	2	-2	-1	100	0.5	0.1
Cn1c(=Nc2ccccc2)sc2ccccc21	5	3.0	-51	40	-0.8	40	8	5	97	-1.7	8.8
CC(C)(CN1CCNCC1)NS(=O)(=O)c1ccc(Cl)cc1	4	-1.4	2	-13	0.6	5	23	-19	97	-2.1	-0.4

Of the compounds above, 8 contain an aryl methoxy group.
SMILES	Tat transport	phage Ecoli inh	MOR-DOR inv ag	SUMO Mot1 rescue	AddAB inh	Arrestin-AP2 inh	PfHsp90 set2	PKA-R1A activ	Pemphigus Ab inh	Ecoli viability	OPRM1-OPRD1 ag
COc1cc(C(=O)NC(=S)NCc2ccco2)cc(OC)c1OC	-1	3.5	-2	-4	8.1	4	-13	-4	104	15*	0.3
COc1ccc(N=Cc2c(O)c3ccccc3oc2=O)cc1	-6	7.1	-10	186	-1.2	35	3	5	99	0.0	1.9
COc1ccccc1NC(=O)COc1ccc(C(=O)OCC(=O)NC(C)(C)C)cc1OC	3	1.1	8	14	-0.7	-27	-17	-6	97	1.3	-1.7
COc1ccc(C)cc1NC(=O)Nn1cnnc1	-4	1.2	-50	-9	0.6	12	12	-5	102	1.2	11
COc1ccc(-c2nc(CN3CCC(C(=O)NC4CCCc5ccccc54)CC3)c(C)o2)cc1OC (centres undefined)	7	1.7	i	nt	nt	25	2	0	100	nt	199*
CCOC(=O)C1CCN(C(=O)c2cn(C)c(=O)c3cc(OC)c(OC)cc23)CC1	-4	2.9	0	56	1.3	1	12	2	98	-3.2	0.0
COc1ccccc1/C=N/NC(=O)C(=O)N1CCN(c2ccccc2OC)CC1	-1	0.6	14	5	0.2	3	-14	0	87	-0.6	-2.9
COc1ccc(OCCNC2CCCC2)cc1	-2	3.6	9	187	4.7	2	-1	-4	89	-0.3	-1.4
